Screens: PubChem BioAssay, several laboratories
OX1R antag: antagonists of human orexin 1 receptor (OX1R). AID 485270, 2010. OX1R-expressing cells, FRET antagonist read-out. Orexin/Hypocretin receptor type 1 (Homo sapiens), O43613. inhibition, % at 6.6 µM. actives 1.8% (n = 330,000); in the data active means inhibition mostly above about 38%, no sharp cut-off; inactive means mostly below about 40%;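 further: 0% = agonist challenge alone and 100% = reference antagonist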
Target sequence (O43613 whole entry, looked up): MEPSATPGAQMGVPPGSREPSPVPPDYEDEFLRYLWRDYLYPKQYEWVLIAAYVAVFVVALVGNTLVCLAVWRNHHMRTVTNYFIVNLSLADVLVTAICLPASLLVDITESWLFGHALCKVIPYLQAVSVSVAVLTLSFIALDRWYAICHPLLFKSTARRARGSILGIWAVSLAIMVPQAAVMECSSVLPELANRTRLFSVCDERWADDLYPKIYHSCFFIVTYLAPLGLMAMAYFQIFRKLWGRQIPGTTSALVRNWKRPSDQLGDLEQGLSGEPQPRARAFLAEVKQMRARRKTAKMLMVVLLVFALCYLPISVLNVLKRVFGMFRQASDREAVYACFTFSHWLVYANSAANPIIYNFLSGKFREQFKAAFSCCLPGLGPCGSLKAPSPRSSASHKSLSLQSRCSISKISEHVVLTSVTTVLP
STK33 inh: inhibitors of purified STK33 kinase, primary screen, biochemical, ADP-Glo luminescence, homogeneous, cell-free; MBP phosphorylation; AID 2661, 2010; actives 0.073% (n = 320,000); inhibition, % at 10 µM; Serine/threonine-protein kinase 33 (Homo sapiens), Q9BYT3;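 active means inhibition at or above 25%, using the most active replicate where run in duplicate; inactive means inhibition below 25%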
Target sequence (Q9BYT3 whole entry, looked up): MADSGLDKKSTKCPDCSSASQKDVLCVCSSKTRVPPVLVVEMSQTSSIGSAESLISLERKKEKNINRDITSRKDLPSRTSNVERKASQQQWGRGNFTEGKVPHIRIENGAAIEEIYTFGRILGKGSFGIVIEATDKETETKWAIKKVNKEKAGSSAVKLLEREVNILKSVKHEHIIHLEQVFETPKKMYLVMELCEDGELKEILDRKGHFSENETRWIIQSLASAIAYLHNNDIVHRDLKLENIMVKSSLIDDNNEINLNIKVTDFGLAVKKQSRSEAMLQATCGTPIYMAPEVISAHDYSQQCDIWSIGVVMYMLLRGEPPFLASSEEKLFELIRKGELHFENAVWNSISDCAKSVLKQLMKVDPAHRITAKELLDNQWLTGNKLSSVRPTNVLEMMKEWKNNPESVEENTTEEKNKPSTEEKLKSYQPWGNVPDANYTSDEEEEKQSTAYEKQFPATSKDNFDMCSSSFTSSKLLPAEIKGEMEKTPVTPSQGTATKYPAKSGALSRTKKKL
An asterisk follows results filed as active; · = not tested or not shown. Rows are unselected; 1.8% or so of the library scored in one or more.

SMILES	OX1R antag	STK33 inh
Cn1c(SC/C=C/c2ccccc2)nnc1-c1cccs1	5.5	-0.4
C=CCSc1nc(N)cc(=O)[nH]1	13.7	-0.9
CC1Cc2ccccc2N1C(=O)Cn1nnc(-c2ccccc2NC(=O)C2CCC2)n1 (stereo unspecified)	12.3	-0.5
CN(NC(=O)c1cccc(Cl)c1)c1nc(-c2ccccc2)nnc1C(F)(F)F	27.1	0.1
O=C1CC(c2cccc(Br)c2)C2=C(COC2=O)N1 (stereo unspecified)	1.4	-2.2
Cc1ccccc1N1CCN(S(=O)(=O)CC23CCC(CC2=O)C3(C)C)CC1 (stereo unspecified)	29.5	-2.2
CCOC(=O)c1c(C)[nH]c(C(=O)OCC(=O)Nc2ccccc2)c1C	9.9	-0.1
Cc1ccc(S(=O)(=O)c2nc(Nc3ccccc3N3CCOCC3)sc2Cl)cc1	5.0	2.4
CCC(C)N1C(=O)S/C(=C/c2ccc(N3CCOCC3)cc2C)C1=O (stereo unspecified)	1.6	-1.3
CN(c1ccc(OCC(=O)NCc2cccnc2)cc1)S(=O)(=O)c1ccc(Cl)cc1	13.3	0.2
Cc1cc(=O)c2c(O)c(O)ccc2o1	3.6	·
O=C1C2CC=C(Cl)CC2C(=O)N1CCc1ccccc1 (stereo unspecified)	12.0	-0.9
COc1ccc(CCNC(=O)CCNS(=O)(=O)c2cccc3nonc23)cc1OC	39.5	0.6
O=C(Cc1cc(C(=O)O)c2ccccc2n1)Nc1ccccc1	6.5	-2.8
O=C(COc1ccccc1-c1ccccc1)N/N=C/c1ccc2ccccc2c1	4.3	-1.7
COc1cccc(CNC(=O)CS(=O)(=O)Cc2nc(-c3ccc(C)cc3)oc2C)c1OC	1.6	-1.1
c1ccc(Oc2nnc(-c3cccs3)c3ccccc23)cc1	13.3	-0.8
NC(=O)CCSC(=S)N1CCOCC1	2.3	-0.8
O=C(NCc1ccc(OC(F)(F)F)cc1)c1cccc2c1C(=O)c1ccc(N3CCCCC3)cc1S2(=O)=O	7.0	1.3
COc1ccc(/C=C2/C(=O)N=C(N)N2C)cc1OC	60.0	-1.0
Cc1ccc(S(=O)(=O)N2CCCC2CNC(=O)c2ccc(F)c(F)c2)cc1 (stereo unspecified)	69.8*	-1.4
CCOc1nc(-c2ccccc2)ccc1-c1noc(COc2ccccc2)n1	10.0	0.1
COc1ccc(OC)c(/C=N/NC(=O)c2nnn(-c3nonc3N)c2-c2cccs2)c1	21.9	-0.6
O=C(CC1C(=O)NCCN1Cc1cccc(Oc2ccccc2)c1)NCCc1ccccn1 (stereo unspecified)	2.4	-0.1
COC(=O)c1ccc(N2CCN(C)CC2)c(NC(=O)COc2ccccc2Cl)c1	13.9	-0.9
COc1ccc(-n2c(=S)[nH]c3ccccc3c2=S)cc1	3.8	0.0
CSc1ccccc1NC(=O)CN(Cc1ccc(Cl)cc1)S(C)(=O)=O	16.6	0.0
COC(=O)[C@]1(Cc2ccccc2)N[C@H](c2ccc(-c3ccc4c(c3)OCO4)cc2)[C@@H]2C(=O)N(C)C(=O)[C@@H]21	17.9	-1.4
Cc1cc(C)cc(-n2ncc3c2CCCC3NC(=O)c2cc(C)oc2C)c1 (stereo unspecified)	5.8	-1.0
O=C(NC(=S)Nc1ccc2oc(-c3cccnc3)nc2c1)c1cccc(Cl)c1	16.3	-0.3
O=C(COc1ccc(Cl)cc1Cl)Nc1ccc(CN2CCCCC2)cc1	10.0	-0.2
Cc1nc(Nc2cccc(Cl)c2)c2oc3ccccc3c2n1	11.3	0.1
Cc1cccc2sc(N(CCCN(C)C)C(=O)COc3ccc(Cl)cc3)nc12	9.2	0.8
CCc1nc2ccccc2c(C(=O)OC2CCOC2=O)c1C (stereo unspecified)	30.6	-1.6
O=C(NCC(=O)N1CCN(c2ncccn2)CC1)c1ccc(F)cc1	7.7	0.9
Cc1[nH][nH]c(=O)c1C(c1ccc(F)cc1)c1c(C)[nH][nH]c1=O	5.5	-0.3
COc1ccc(Oc2nnc(-c3ccccc3)cc2C#N)cc1	15.8	-0.5
COc1ccccc1N(CC(=O)NCc1ccc2c(c1)OCO2)C(=O)CCC(=O)Nc1nccs1	29.2	-0.4
COc1ccc(CNC(=O)c2c(O)c3cc(OC)c(OC)cc3[nH]c2=O)cc1OC	·	-1.6
COc1cc(OC)cc(C(=O)N2CCN(Cc3ccccc3Br)CC2)c1	7.6	-2.8
Cc1c(CNC2CCCC(C)C2C)c(C(=O)O)c(C)n1Cc1ccccc1 (stereo unspecified)	11.9	-1.4
COc1cc(C(=O)OCC(=O)N(C)c2ccccc2)cc(OC)c1OC	22.1	-2.2
O=C(Cn1nc(CNc2ccc(Br)cc2)[n+]2c1CCCCC2)c1ccc([N+](=O)[O-])cc1	12.6	-0.7
COCCNC(=O)C1Nc2ccc(C(F)(F)F)cc2C2C=CCC12 (stereo unspecified)	20.8	-0.6
Cc1sc2ncnc(SCC(=O)Nc3nc(-c4ccc(F)c(F)c4)cs3)c2c1C	15.2	-0.4
CCCCCCCCCCCCN1[C@@H](CC(=O)O)c2cc(C(F)(F)F)ccc2S1(=O)=O	27.7	-2.8
O=C(Nc1nnc(S(=O)(=O)N2CCOCC2)s1)c1ccc(F)cc1	7.5	1.7
Cc1cccc(NC(=S)NCC(c2cccnc2)N(C)C)c1 (stereo unspecified)	4.2	-0.3
CCOC(=O)C1CCN(C(=O)CSc2cc(=O)n(C)c3ccccc23)CC1	26.1	-0.6
COc1ccc(/C=C2\SC(=S)N(NS(=O)(=O)c3ccccc3)C2=O)c(OC)c1	·	-1.1

Next section
SMILES	OX1R antag	STK33 inh
COc1ccc(N2CCN(C(=O)C3CCCN(S(=O)(=O)c4cccc5cccnc45)C3)CC2)cc1 (stereo unspecified)	5.4	0.0
O=C(C1=C(O)C(=O)N(CCCn2ccnc2)C1c1ccc(F)cc1)c1ccco1 (stereo unspecified)	14.8	-0.8
COc1ccc(CN(Cc2ccc(C(=O)O)cc2)C(=S)Nc2cc(C)cc(C)c2)cc1OC	1.5	-1.8
Cc1cc(-c2ccccc2)nc(-c2ccccc2)c1C	14.1	0.3
COC(=O)c1ccc(NC(=O)CSc2nnc(-c3ccncc3)n2N)cc1	5.8	-0.1
CCN(C(=S)NC(=O)Cc1ccc(OC)cc1)c1ccccc1	3.8	-0.4
Cc1cccc(NC(=S)NC(C)C(c2cccs2)N2CCN(C)CC2)c1C (stereo unspecified)	3.9	-0.4
Cc1ccnc2nc(C(=O)OCCOc3ccc(F)cc3)nn12	5.0	-0.5
Cc1cc(C)cc(SCc2noc(C(=O)NCc3ccccc3)c2C(=O)NCc2ccccc2)c1	17.3	-0.5
O=C(CC1C(=O)N(c2ccccc2)C(=S)N1c1ccccc1)c1ccccc1 (stereo unspecified)	25.8	-1.0
COc1ccc(CN(C(=O)c2cccs2)c2ccccc2C(=O)O)cc1	16.8	-1.4
Cc1ccc(S(=O)(=O)N/N=C2/CC(c3ccccc3)Oc3ccccc32)cc1 (stereo unspecified)	19.3	-2.3
CCC(Oc1cccc(C)c1)C(=O)Nc1ccccc1C(=O)N1CCOCC1 (stereo unspecified)	25.9	-2.0
CSCCC(NC(=O)COc1ccccc1)C(=O)N1CC(C)OC(C)C1 (stereo unspecified)	-1.5	-0.8
Cc1c(Cl)cccc1NC(=S)NCCCN(C)C	5.3	-0.3
CN(C)C1(CNC(=O)c2cccc(S(=O)(=O)NCc3ccccc3)c2)CCCCC1	4.7	-0.4
Cn1cccc1Cc1nnc(SCC(=O)NCc2ccccc2Cl)n1-c1ccc(F)cc1	10.1	-1.2
c1cn2c(NC3CCCC3)c(-c3ccc(N4CCOCC4)cc3)nc2cn1	11.1	1.7
O=C(c1ccc2ncsc2c1)N1CCN(c2ccccc2Cl)CC1	27.5	0.1
CN(NS(=O)(=O)c1ccc(F)cc1)c1ncc(C(F)(F)F)cc1Cl	18.8	-2.0
CCOC(=O)c1ccccc1NC(=O)CSc1nc2ccccc2o1	6.3	-2.7
C=CCNC(=O)c1cccc(OC2CCN(CC(C)(C)C)CC2)c1	16.1	·
O=C(CSc1ccc(-c2ccncc2)nn1)c1ccccc1	6.0	0.5
O=C(O)CCN1C(=O)C2C3CC(C2C1=O)C1C(c2ccccc2)c2sc(=O)[nH]c2SC31 (stereo unspecified)	18.4	-2.1
CN=C1S/C(=C\c2cccn2-c2cccc(Br)c2)C(=O)N1C	6.9	0.8
O=C(COC(=O)c1cn(-c2ccccc2)nc1-c1ccccc1)c1cccc([N+](=O)[O-])c1	-3.5	-0.2
Cc1cc(C)n2nc(CC(=O)NNC(=O)c3ccccc3Cl)nc2n1	-1.5	-0.1
CCOC(=O)C1CCCN(CC(=O)Nc2c(C(=O)OC)[nH]c3ccc(Br)cc23)C1 (stereo unspecified)	10.5	-1.2
CCCCNC(=S)N/N=C1\C(=O)c2cccc3cccc1c23	11.3	0.7
CN(C(=O)CSc1nnc(NCc2ccccc2)s1)C1CCS(=O)(=O)C1 (stereo unspecified)	8.4	-1.9

Brought forward from above: 3 entries, followed by the next part.
SMILES	OX1R antag	STK33 inh
CCOC(=O)C1CCCN(CC(=O)Nc2c(C(=O)OC)[nH]c3ccc(Br)cc23)C1 (stereo unspecified)	10.5	-1.2
CCCCNC(=S)N/N=C1\C(=O)c2cccc3cccc1c23	11.3	0.7
CN(C(=O)CSc1nnc(NCc2ccccc2)s1)C1CCS(=O)(=O)C1 (stereo unspecified)	8.4	-1.9
CCc1ccc(-n2c(SCC(=O)Nc3cc(C)[nH]n3)nc3[nH]ncc3c2=O)cc1	19.1	0.6
Cc1cc(C)cc(C(=O)NN2CCN(C)CC2)c1	24.1	-1.6
CC(=O)Nc1ccc(S(=O)(=O)CCC(=O)O)cc1	21.8	1.2
CC(NC(=O)c1ccccc1SCC(=O)N1CCCC1)c1ccccc1 (stereo unspecified)	6.4	-1.4
Cc1ccc2c(c1)CC(C)N2S(=O)(=O)c1nnc(NC(=O)CC(C)C)s1 (stereo unspecified)	10.5	-1.8
Cc1cccc(OCC2=NS(=O)(=O)c3ccccc3N2)c1	24.6	-1.1
Cc1ccc(C(=O)Nc2c(C)n(C)n(-c3ccccc3)c2=O)cc1	7.0	0.2
COc1cc(C(=O)Nc2ccc3c(c2)CCN3C(C)=O)cc(OC)c1OC	8.0	-3.3
Cc1ccc(OCCn2cc(Br)c(=O)[nH]c2=O)cc1	18.1	-1.4
CCOC(=O)c1c(-c2ccccc2)csc1NC(=O)CSc1nnc(C)s1	42.1	-1.0
CSCCC(NC(=O)COc1ccccc1)C(=O)NCCOc1ccccc1 (stereo unspecified)	14.8	0.2
CCCCCn1c(=N)c(S(=O)(=O)c2ccc(Cl)cc2)cc2c(=O)n3cccc(C)c3nc21	23.4	-0.5
CCCCc1c(O)nc(SCC(=O)NC(C)(C)C)n(-c2ccccc2C)c1=O	20.1	0.2
CCCN(Cc1nnc(-c2ccccc2Cl)o1)C(=O)COc1ccc(Cl)cc1	5.0	1.2
Cc1coc(NC(=O)CSc2nc(-c3ccc(Cl)cc3)cc(C(F)(F)F)c2C#N)n1	7.7	1.1
Cc1cnn(CCC(=O)NNC(=S)Nc2ccc(F)cc2)c1	5.2	0.4
CCC(=O)N1CCc2cc(S(=O)(=O)NCCCOC)ccc21	15.6	-1.0
Cc1cc(SCC(=O)c2cccc([N+](=O)[O-])c2)nc(=O)[nH]1	24.2	-0.1
CCOC(=O)c1sc2nc(N3CCOCC3)c3c(c2c1N)CC(C(C)C)OC3 (stereo unspecified)	6.4	-0.4
CC(C)c1ccc(OCC(=O)Nc2cccc3c2CCCC3)cc1	6.5	-1.1

Four entries from above, as labelled records:
> CCCN(Cc1nnc(-c2ccccc2Cl)o1)C(=O)COc1ccc(Cl)cc1
  OX1R antag = 5.0	STK33 inh = 1.2
> Cc1coc(NC(=O)CSc2nc(-c3ccc(Cl)cc3)cc(C(F)(F)F)c2C#N)n1
  OX1R antag = 7.7	STK33 inh = 1.1
> Cc1cnn(CCC(=O)NNC(=S)Nc2ccc(F)cc2)c1
  OX1R antag = 5.2	STK33 inh = 0.4
> CCC(=O)N1CCc2cc(S(=O)(=O)NCCCOC)ccc21
  OX1R antag = 15.6	STK33 inh = -1.0

New compounds follow
SMILES	OX1R antag	STK33 inh
CC(CCc1ccccc1)NC(=O)CSc1cccc[n+]1[O-] (stereo unspecified)	13.0	0.5
CCOC(=O)c1ccc(NC(=S)Nc2ccccc2)cc1	10.8	-0.8
CCCNC(=O)Nc1ccccc1SC	9.7	-0.3
CSC(=S)N/N=C/c1ccc(N(C)C)cc1	13.4	-1.7
COc1cc(C(=O)C(=O)c2cc(OC)c(O)c(OC)c2)cc(OC)c1O	15.3	-0.6
Cc1ccc(CNC(=O)C2CCCN2C(=O)NCc2ccccc2)cc1 (stereo unspecified)	10.0	0.3
O=C(N/N=C/C1C(c2ccccc2)C1(Cl)Cl)c1cccc(Br)c1 (stereo unspecified)	28.5	5.1
O=C(Oc1ccc(O)cc1)C12CC3CC(CC(C3)C1)C2	2.0	-2.4
CCOc1ccc(CN(C)CCc2ccccn2)cc1	15.2	-1.4
Cn1c(N)c(C(=O)COC(=O)C2CCCCC2)c(=O)n(C)c1=O	7.4	0.2
COc1ccc(Cl)cc1NC(=O)CN1CCc2ccccc2C1	17.4	-1.3
CCCCn1c(SCC(=O)Nc2ccc(OC)cc2)nc2ccc(N3CCOCC3)cc2c1=O	2.1	1.2
